MKP-3 inhibition – MKP-3 phosphatase inhibitors, primary screen, biochemical, rat enzyme, in vitro (AID 425) | recombinant MKP-3 phosphatase activity, fluorescence; higher % means a stronger effect | one-dose inhibition, % at 20 µM; IC50 in µM for titrated hits | Dual specificity protein phosphatase 6 (Rattus norvegicus) | actives 0.17% (n = 110,000); in the data active = inhibition above about 50%;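 also: plate controls were vehicle for no effect and reference inhibitor for full effect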
Hsp70 inhibitors – Hsp70 inhibitors, probe displacement, primary screen, biochemical, fluorescence polarization (AID 583); Heat shock 70 kDa protein 1A (Homo sapiens); Hsp70 fluorescence polarization probe displacement, mP; higher % means a stronger effect; displacement, % at 20 µM, or IC50 in µM where a hit was titrated; actives 0.06% (n = 140,000); in the data active = displacement above about 50%;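 also: plate controls were vehicle for no effect and reference ligand for full effect; a part of the inactive calls stands beside numbers as strong as those of hits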
Starred values were filed as active, the others as inactive; / = no result given; & = joins results of further samples. Only part of the results is shown; the hit share may differ from the screen's.

MKP-3 inhibition | Hsp70 inhibitors | structure
-1% | 5.2% | CCC(NC(=O)Nc1ncccc1C)(C(F)(F)F)C(F)(F)F
-8% | 0.8% | Cc1nc2ccccc2nc1OCC(=O)N1CCN(c2ccccc2)CC1
/ | 2.5% | CN(C)c1nc(N)nc(CSc2nnnn2-c2ccc(C(=O)O)cc2)n1
/ | 2.4% | O=C(CSc1ccccn1)Nc1nncs1
-12% | -5.0% | O=C(CCCNS(=O)(=O)c1cccs1)N1CCN(c2ccc(F)cc2)CC1
4% | -0.6% | CCc1nc2ccccc2n(CCOCCOCCn2c(=O)c(CC)nc3ccccc32)c1=O
0% | -1.0% | COC(=O)c1ccc(N2C(=O)C3C4C=CC(C4=C(c4ccccc4)c4ccccc4)C3C2=O)cc1 (stereo not drawn)
1% | -4.9% | O=C(NC(=S)Nc1cccc2ccccc12)c1cc2ccccc2oc1=O
-1% | -0.2% | COc1ccc(-c2nnc(NC(=O)c3ccc(Cl)cc3)s2)cc1
3% | -5.0% | COc1ccc(OC)c(NS(=O)(=O)c2cccc([N+](=O)[O-])c2)c1
/ | 6.1% | COc1ccc(-n2c(C)c([N+](=O)[O-])c3ccc(O)c(CN4CCCCC4)c32)cc1
5% | -1.1% | O=[N+]([O-])c1ccc(/C=N\Nc2ccccc2[N+](=O)[O-])o1

Pulled by compound from above:
MKP-3 inhibition | Hsp70 inhibitors | structure
/ | 2.5% | CN(C)c1nc(N)nc(CSc2nnnn2-c2ccc(C(=O)O)cc2)n1
-8% | 0.8% | Cc1nc2ccccc2nc1OCC(=O)N1CCN(c2ccccc2)CC1
-1% | 5.2% | CCC(NC(=O)Nc1ncccc1C)(C(F)(F)F)C(F)(F)F
4% | -0.6% | CCc1nc2ccccc2n(CCOCCOCCn2c(=O)c(CC)nc3ccccc32)c1=O

The listing continues:
MKP-3 inhibition | Hsp70 inhibitors | structure
4% | -0.1% | O=C(O)c1ccc(-c2c(Cl)cc([N+](=O)[O-])cc2Cl)o1
11% | -17% | Cc1cc(C)c2oc(-c3ccc(NC(=O)Cc4ccccc4)cc3O)nc2c1
/ | 6.3% | CCN(CC)C(=O)CN(c1ccc(Cl)cc1)S(=O)(=O)c1ccccc1
0% | -0.4% | O=C(COc1ccc([N+](=O)[O-])cc1)Nc1ccccn1
/ | 7.9% | O=C(Nc1nnc(C(F)(F)F)s1)C1COc2ccccc2O1 (stereo not drawn)
1% | -0.3% | Cc1ccc(C(=O)Nc2nc(-c3ccc4c(c3)Cc3ccccc3-4)cs2)cc1
-7% | 3.2% | COC(=O)c1cn(C(C)C(=O)NCc2ccco2)c2ccccc12 (stereo not drawn)
2% | -2.1% | CC(C)N1C(=O)/C(=C\c2ccco2)SC1=S
1% | -6.5% | CN1C(=O)C(=Cc2cccc(Br)c2)C(=O)N(C)C1=O
3% | -0.7% | O=C(c1cc2c(=O)oc3ccccc3c2s1)N1CCN(c2ccccn2)CC1
-12% | 6.0% | Cc1ccc(OCCOCCn2ccnc2)c(Br)c1
4% | 9.6% | Cc1cc(C)c2nc(N3CCC(C(=O)N4CCN(c5ncccn5)CC4)CC3)sc2c1
2% | 2.0% | COc1ccc(NC(=O)c2ccc(S(=O)(=O)N3CCOCC3)cc2)c(OC)c1
3% | 5.5% | CCc1cc2c(-c3ccccc3)cc(=O)oc2cc1OC(C)=O
-7% | 3.7% | CS(=O)(=O)N(CC(=O)NCc1cccnc1)Cc1ccc(Cl)cc1
-8% | 3.8% | Cc1ccccc1NC(=O)c1cc(S(=O)(=O)N2CCOCC2)ccc1F
-1% | -3.7% | O=C(NCCCNC(=O)c1cccc(F)c1)c1cccc(F)c1
-1% | 2.2% | CC(=O)CC(=O)Nc1cccc(Br)c1
-12% | -1.9% | OCCNCCCCCOc1ccc(F)cc1
-4% | -1.3% | CCCC(=O)c1c(NC)cc(C)oc1=O
84%* | -0.3% | CN(C)CCCNC(=O)c1ccc2sc3cc(=O)c(N)cc-3nc2c1
-12% | -2.2% | O=C1c2sc3nc4c(c(=O)n3c2C(=O)N1c1ccccc1)CCC4
-1% | 5.5% | S=C(Nc1ccccc1)Nc1ccc(Cl)cc1
3% | -1.4% | O=C(NC1CCCCC1)C1CC2c3ccccc3C1c1ccccc12 (stereo not drawn)
3% | 0.5% | O=C1ON=C(c2ccccc2)/C1=C\c1cccc(O)c1
-4% | 5.9% | CCc1ccccc1N(CC)C(=O)c1cn(CC)c(=O)c2cc(OC)c(OC)cc12
-8% | -0.3% | O=C(NCc1ccc2c(c1)OCO2)c1cccs1
1% | 1.7% | Cc1ccc(S(=O)(=O)NCC(=O)N(CC(=O)NCc2ccccc2)CC2CCCO2)cc1 (stereo not drawn)
0% | 5.9% | O=C(N/C(=C/c1cccc(Br)c1)c1nc2ccccc2[nH]1)c1ccccc1
1% | 7.5% | COCCCNC(=O)c1ccc(Cl)c([N+](=O)[O-])c1
-2% | 1.0% | O=c1/c(=C/c2ccco2)sc2nc(-c3ccccc3Br)nn12
-8% | -0.1% | Cn1c(=O)c2c(ncn2CC(O)CNc2ccc(Br)cc2)n(C)c1=O (stereo not drawn)
-5% | -0.2% | Cc1ccc(Nc2nc(N)nc(CN3CCN(c4ccccc4F)CC3)n2)cc1
-9% | -4.2% | Cc1cc(C)n2cc(CSC3=NCCS3)nc2n1
-13% | -0.2% | CCC(=O)N1CCN(C(=O)CC)C1c1ccccc1
4% | 4.5% | CCOc1ccccc1NC(=O)c1c(NC(=O)C(C)(C)C)sc2c1CCCC2
5% | -2.5% | Cc1cccc(N2C(=O)NC(=O)/C(=C/c3ccc(Cl)c(Cl)c3)C2=O)c1
-1% | 1.8% | O=C(Nc1ccccc1N1CCN(c2ccccc2)CC1)c1cccc(F)c1
2% | 0.6% | CCC(C)[C@H](NC(=O)Nc1cccc(OC)c1)C(=O)OC (stereo partly drawn)
0% | 2.0% | COc1cccc(C2NC(=O)NC(C)=C2C(=O)OCCOc2ccccc2)c1OC (stereo not drawn)
3% | -2.6% | CCOC(=O)c1c(C)oc2cc(Br)c(OCc3ccc([N+](=O)[O-])cc3)cc12
1% | -1.8% | C/C(=N\NC(=O)c1cc(C(C)(C)C)[nH]n1)c1ccc(Br)cc1
-6% | 3.6% | N#C/C(=C1/CCCCCN1)c1nnc2n1CCCCC2
-6% | 1.2% | O=C(NCC(c1cccnc1)N1CCN(c2ccc(F)cc2)CC1)c1ccc(F)cc1 (stereo not drawn)
3% | 3.4% | COC(=O)c1cc(-c2c(C)oc3cc(O)ccc3c2=O)c(C)o1
5% | -3.1% | COc1cc(C(=O)N/C(=C/c2ccc(Br)cc2)C(=O)NC(C)C(=O)O)cc(OC)c1OC (stereo not drawn)
-6% | 2.2% | O=C(CN1CCOCC1)Nc1c2c(nc3c1CCC3)CCC2
-8% | 5.2% | O=C(COc1ccccc1)Nc1ccc(S(=O)(=O)NCc2ccco2)cc1
-3% | -5.8% | Cc1cc(C)c2cc(CN(CCO)C(=O)Nc3ccc(Cl)cc3)c(=O)[nH]c2c1
/ | -2.9% | COC1CCCCC1Nc1cc(C)cc(C)c1 (stereo not drawn)
-1% | 4.6% | CCOC(=O)CSc1nnc(CNC(=O)c2cc(OC)c(OC)c(OC)c2)n1C
0% | -5.7% | COc1ccc(-c2nc3cc(NC(=O)c4ccc5c(c4)OCCO5)ccc3o2)cc1Br
/ | -0.1% | CC(=O)Nc1c(C(=O)N2CCOCC2)cnn1-c1ccc(C)c(C)c1
0% | 2.3% | CCOC(=O)CSc1nc2cc(C(=O)NCC3CCCO3)ccc2c(=O)n1Cc1ccco1 (stereo not drawn)
/ | 8.5% | CCOc1cc(C(=O)Nc2cccc3ncccc23)cc(OCC)c1OCC
/ | 0.4% | COC(=O)c1ccccc1OCCOc1ccccc1C(=O)OC
-7% | / | CC(=O)N(CC1CCCO1)C1(C(=O)NC2CCCC2)CCCCC1 (stereo not drawn)
-2% | 2.0% | O=C(Nc1ccc(Br)cc1)c1nn2c(c1Cl)NC(c1ccccc1)CC2C(F)(F)F (stereo not drawn)
11% | 4.0% | Cc1nnc2n(Cc3ccccc3)c(=O)c3c4c(sc3n12)CN(Cc1ccccc1)CC4
/ | -1.6% | COc1ccc(NC(=O)C2C3C=CC(C3)C2C(=O)NCc2ccco2)c(OC)c1 (stereo not drawn)

With a hit mark in MKP-3 inhibition, of those listed so far:
MKP-3 inhibition | Hsp70 inhibitors | structure
84%* | -0.3% | CN(C)CCCNC(=O)c1ccc2sc3cc(=O)c(N)cc-3nc2c1

The list continues:
MKP-3 inhibition | Hsp70 inhibitors | structure
1% | -1.8% | CCn1c2ccccc2c2cc(NC(=O)Cc3ccc(Cl)cc3)ccc21
-3% | -6.7% | CCSc1nc2ccccc2n1CC(=O)OC
2% | -5.1% | O=C(Nc1ccccc1)Nc1cccc(Cl)c1Cl
1% | 2.0% | CCCOP(=O)(OCCC)C(Nc1ccc(Cl)cc1)c1ccc(Br)cc1 (stereo not drawn)
-6% | 2.7% | c1ccc(OCCCn2nnc(-c3ccc(N4CCOCC4)cc3)n2)cc1
2% | -2.8%&0.4% | Cc1c(NC(=O)c2cc3nc(-c4ccc(Cl)cc4)cc(C(F)(F)F)n3n2)c(=O)n(-c2ccccc2)n1C
-18% | 2.9% | O=S(=O)(c1ccc(Nc2ccc3c(c2)OCO3)nc1)N1CCOCC1
11% | -3.1% | COC(=O)c1ccccc1-c1ccc(/C=C2/SC(=S)NC2=O)o1
/ | -2.5% | CCOc1ccc(NC(=O)Nc2nnc(CC)s2)cc1
-3% | 3.6% | O=C(C[n+]1ccc(NC(=O)c2ccccc2)cc1)c1ccccc1
1% | -3.7% | CC1=CCC(/C=N\Nc2nnc3c(n2)[nH]c2ccccc23)CC1 (stereo not drawn)
-7%&-1% | 8.2%&-2.0% | NC(CC(=O)OC1CCCCC1)C(=O)OC1CCCCC1 (stereo not drawn)
/ | 2.6% | O=S(=O)(NCC1CCCO1)c1ccc(S(=O)(=O)N2CCCC2)cc1 (stereo not drawn)
-1% | -5.3% | O=S(=O)(Nc1ccc(S(=O)(=O)N2CCCCC2)cc1)c1ccc(Br)s1
-2% | 4.1% | C/C(=N\NC(=O)c1cc(C2CC2)[nH]n1)c1ccc2ccccc2c1
-5% | 9.4% | O=C(O)c1oc2ccc(Br)cc2c1-n1cccc1
/ | 3.1% | O=C(Nc1ccc2oc(-c3cccc(F)c3)nc2c1)c1ccccc1F
/ | -1.4% | Cc1ccc(S(=O)(=O)NCc2ccc(C(=O)N3CCN(Cc4ccccc4)CC3)cc2)cc1
-11% | -8.1% | CCOC(=O)c1ccc(Nc2nc(C)cc(C)c2C#N)cc1
4% | 3.8% | CCOC(=O)c1c(NC(=O)c2ccc(F)cc2)sc(C(=O)Nc2cc(C(F)(F)F)ccc2Cl)c1C
-6% | 1.3% | O=C(O)C1CC=CCC1C(=O)Nc1cccc(C(=O)N2CCCCC2)c1 (stereo not drawn)
3% | -11% | Cc1ccc(C(=O)N/C(=C/c2cccs2)c2nc3ccccc3[nH]2)cc1
3% | -0.6% | CCOc1ccccc1N(CC(=O)Nc1ccccc1)S(=O)(=O)c1ccccc1
/ | -1.5% | CC(=O)Nc1ccc(S(=O)(=O)NC2(C(F)(F)F)NC(=O)N(C3CCCCC3)C2=O)cc1 (stereo not drawn)
6%&-2% | -3.7%&-1.5% | CN1CCN(C(=O)c2ccccc2NC(=O)c2cccs2)CC1
2% | -5.0% | Cn1c(=O)c2c(ncn2CC(=O)Nc2nc3ccccc3s2)n(C)c1=O
/ | 1.1% | CC1CCOC2(O1)C(=O)N(CN1CCN(c3cccc(Cl)c3)CC1)c1ccccc12 (stereo not drawn)
-1% | 7.3% | S=c1nc(-c2ccccc2)n(CCN2CCOCC2)c2c1CCCC2
-5% | 0.8% | CCCOc1cccc(-c2nnc(NC(=O)Nc3cccc(Cl)c3)s2)c1
-2% | 2.0% | Brc1ccc(-c2nc(-c3ccccc3)nc(-c3ccccc3)n2)cc1
3% | -5.9% | COc1cc(NC(=O)COc2ccc(C(C)(C)C)cc2)c(C(=O)O)cc1OC
1% | 2.1% | CCN(CC)c1nc(C)cc(COC)c1C#N
-3% | 5.2% | Cc1ccccc1NC(=O)C(=O)NCCc1ccccc1
/ | 6.7% | CC(C)COC(=O)Nc1nnc(SCc2ccccc2F)s1
-8% | -1.5% | CN(C)c1ccc(NC(=O)c2cc(Cl)ccc2Cl)cc1
3% | -4.8% | O=C(NC1(Cc2ccc(O)cc2)CCCCC1)c1ccccc1

Another view of some results above:
mol | MKP-3 inhibition | Hsp70 inhibitors
CCc1ccccc1N(CC)C(=O)c1cn(CC)c(=O)c2cc(OC)c(OC)cc12 | -4% | 5.9%
O=C(NCc1ccc2c(c1)OCO2)c1cccs1 | -8% | -0.3%
Cc1ccc(S(=O)(=O)NCC(=O)N(CC(=O)NCc2ccccc2)CC2CCCO2)cc1 (stereo not drawn) | 1% | 1.7%
O=C(N/C(=C/c1cccc(Br)c1)c1nc2ccccc2[nH]1)c1ccccc1 | 0% | 5.9%

Some of the entries above, set out differently:
Second line of a record: MKP-3 inhibition, Hsp70 inhibitors
- COc1cc(NC(=O)COc2ccc(C(C)(C)C)cc2)c(C(=O)O)cc1OC
 : 3%, -5.9%
- CCN(CC)c1nc(C)cc(COC)c1C#N
 : 1%, 2.1%
- Cc1ccccc1NC(=O)C(=O)NCCc1ccccc1
 : -3%, 5.2%
- CC(C)COC(=O)Nc1nnc(SCc2ccccc2F)s1
 : /, 6.7%
- CN(C)c1ccc(NC(=O)c2cc(Cl)ccc2Cl)cc1
 : -8%, -1.5%
- O=C(NC1(Cc2ccc(O)cc2)CCCCC1)c1ccccc1
 : 3%, -4.8%

The list continues:
MKP-3 inhibition | Hsp70 inhibitors | structure
/ | -4.0% | COc1ccc(C(=O)Nc2c(Cl)cc(Cl)cc2C(=O)NCc2ccco2)cc1
4% | -3.2% | COCCOC(=O)c1c(C)oc2ccc(OCc3ccccc3Cl)cc12
5% | -3.8% | Cc1ccc(-c2nnc3c4ccccc4c(C)nn23)cc1NC(=O)c1ccco1
96%* | 81%* | CCOc1cccc(=[O+]CC)c2c(C)oc(C)c12
/ | 7.1% | Cc1n[nH]c(C)c1N1C(=O)c2cccc3c(Br)ccc(c23)C1=O
